HP1b binding inh: inhibitors of HP1-beta chromodomain binding to methylated histone tails; P83916; AlphaScreen HP1-beta / biotin-H3K9me3 peptide binding; Potency, µM (titrated, usually from 114 µM), for inactives: at the highest dose activity change, negative = inhibition, most hits filed as inhibitors; 390,000 compounds, 0.56% hits; further: nearly all actives have a fitted effect of over 70% in size; inactives centre near 23
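HP1-beta protein (50 nM final) preincubated 30 min at room temperature with biotinylated H3(1-18)K9me3 peptide (50 nM) in PBS pH 7.4, 0.01% Tween-20, then compound added for 30 min. AlphaScreen streptavidin donor/nickel chelate acceptor beads (10 ug/mL final), 30 min dark, luminescence read.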
rTrxR1 inhibitor: inhibitors of rat thioredoxin reductase 1. 390,000 compounds, 1% hits. recombinant rTrxR1, NADPH fluorescence consumption, selenite substrate. AID 588453. O89049. Potency, µM (top dose mostly 114 µM), inactives show at the top dose activity change, negative = inhibition, actives largely listed as inhibitors; further: on the % scale 0 is the no-effect control and ±100 the full control effect; nearly all actives have a fitted effect of over 65% in size
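Rat TrxR1 (90 nM in the dispensed reagent) was pre-reduced with 400 uM NADPH for 5 min at room temperature, then incubated with compound for 15 min. After 400 uM selenite was added, NADPH fluorescence (Ex 340/Em 450 nm) was followed for 8 min.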
12-LOX inh: ALOX12 (human) lipoxygenase inhibition | P18054 | purified 12hLO, xylenol orange hydroperoxide absorbance | Potency, µM (top dose mostly 108 µM), inactives show at the top dose activity change, negative = inhibition, most hits filed as inhibitors | 580,000 compounds, 1.1% hits | AID 1671190; further: on the % scale 0 is the no-effect control and ±100 the full control effect
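Hydroperoxide product was detected by ferrous iron/xylenol orange as the 573 to 405 nm absorbance ratio. Arachidonic acid at 40 uM (final) was turned over for 30 min at room temperature by 150 nM human 12hLO, pH 7.0 Hepes buffer, after 15 min compound preincubation.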
Pin1 inh: blocks the human prolyl isomerase Pin1; Q13526; Pin1 FP peptide displacement, HiFluor488, 10 min; Potency, µM (top dose mostly 115 µM), for the others: at the highest dose activity, negative = inhibition, usual class: inhibitors; 390,000 compounds, 0.009% hits; AID 504891; active means well fitted inhibition curve with a large enough effect in the polarisation, with a control signal flat, not every such curve was filed as active; inconclusive means small, poorly fitted or top-dose-only effect, or effect the other way, or a change in a side signal; inactive means no such curve, though single readings can be large or run the other way; the % refers to the polarisation; further: on the % scale 0 is the no-effect control and ±100 the full control effect
Tb PGK inh: blocks T. brucei phosphoglycerate kinase; P07378; PGK/GAPDH coupled, Kinase-Glo luminescence, 60 min; Potency, µM (doses to about 57.5 µM), for inactives: at the highest dose activity change, negative = inhibition, actives largely listed as inhibitors; 380,000 compounds, 0.043% hits; AID 602233; further: on the % scale 0 is the no-effect control and ±100 the full control effect; nearly all actives have a fitted effect of over 60% in size
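Recombinant glycosomal PGK reaction used 1,3-bisphosphoglycerate generated in-well by GAPDH (100nM final) in 100mM TEA pH 7.6, 5mM MgCl2, 0.01% Tween-20. After 60 minutes at room temperature, ATP was read by Kinase-Glo Plus luminescence end-point.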
ERG-DNA inh: blocks human ERG Ets domain binding to DNA | P11308 | fluorescence polarization, His-ERG Ets domain / labelled DNA | Potency, µM (highest dose often 76.9 µM), without a hit: top-dose FP activity, negative = inhibition, actives largely listed as inhibitors | 370,000 compounds, 0.028% hits | AID 624246; active means well fitted inhibition curve with a large enough effect in the polarisation, with a control signal flat; inconclusive means small, poorly fitted or top-dose-only effect, or effect the other way, or a change in a side signal; inactive means no such curve, though single readings can be large or run the other way; the % refers to the polarisation;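 further: polarization taken with two DNA probes labelled with fluorescein and Texas red; % of control where 0% means no effect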
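His-tagged ERG Ets domain (1 uM in the protein solution; 300mM KCl, 50mM Tris-HCl, 1mM EDTA, 1mM DTT, pH 7.5) received compound, then a probe mix of 5 nM fluorescein-DNA and 100nM Texas-615-DNA. Fluorescence polarization was read for both dyes.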
JMJD2A Tudor: JMJD2A Tudor domain (human) inhibition. O75164. AlphaScreen JMJD2A-Tudor / H3K4me3 peptide binding. Potency, µM (highest dose often 114 µM), without a hit: at the highest dose activity change, negative = inhibition, usual class: inhibitors. 390,000 compounds, 4.4% hits. AID 504339; further: on the % scale 0 is the no-effect control and ±100 the full control effect; nearly all actives have a fitted effect of over 50% in size
Target sequence (O75164 whole entry, looked up, the tested form may be a part): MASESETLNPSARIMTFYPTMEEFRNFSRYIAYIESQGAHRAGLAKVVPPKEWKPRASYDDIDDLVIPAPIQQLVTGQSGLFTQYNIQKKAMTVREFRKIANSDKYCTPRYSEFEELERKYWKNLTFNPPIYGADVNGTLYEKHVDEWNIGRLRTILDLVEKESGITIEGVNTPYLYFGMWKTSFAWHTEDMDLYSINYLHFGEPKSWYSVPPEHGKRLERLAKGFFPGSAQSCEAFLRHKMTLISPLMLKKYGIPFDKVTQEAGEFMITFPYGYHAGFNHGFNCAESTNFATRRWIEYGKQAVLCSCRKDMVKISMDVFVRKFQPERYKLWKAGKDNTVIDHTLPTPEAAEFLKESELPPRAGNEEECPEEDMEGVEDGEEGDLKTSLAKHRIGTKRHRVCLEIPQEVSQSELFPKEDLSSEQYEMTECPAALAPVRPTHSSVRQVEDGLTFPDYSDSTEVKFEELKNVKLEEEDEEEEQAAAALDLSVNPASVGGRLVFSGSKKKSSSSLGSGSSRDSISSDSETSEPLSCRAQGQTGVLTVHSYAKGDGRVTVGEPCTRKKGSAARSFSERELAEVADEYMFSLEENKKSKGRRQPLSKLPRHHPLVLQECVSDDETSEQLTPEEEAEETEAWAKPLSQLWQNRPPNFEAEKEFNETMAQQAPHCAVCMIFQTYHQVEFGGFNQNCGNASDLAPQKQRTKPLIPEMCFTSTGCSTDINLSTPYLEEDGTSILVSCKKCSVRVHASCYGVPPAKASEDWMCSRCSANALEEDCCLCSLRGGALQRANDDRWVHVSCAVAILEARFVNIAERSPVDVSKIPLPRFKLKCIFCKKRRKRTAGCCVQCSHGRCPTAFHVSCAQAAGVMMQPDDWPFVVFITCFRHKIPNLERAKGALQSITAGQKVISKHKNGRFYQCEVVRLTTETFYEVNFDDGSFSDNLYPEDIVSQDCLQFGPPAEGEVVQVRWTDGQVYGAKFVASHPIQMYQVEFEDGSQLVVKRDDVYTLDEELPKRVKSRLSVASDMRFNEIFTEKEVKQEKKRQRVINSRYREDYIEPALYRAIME
GLS inhibitor: blocks human kidney-isoform glutaminase activity; 410,000 compounds, 0.21% hits; GLS enzymatic activity, qHTS titration; Potency, µM (titrated, usually from 45.5 µM), inactives show at the top dose activity change, negative = inhibition, most hits filed as inhibitors; O94925; further: on the % scale 0 is the no-effect control and ±100 the full control effect
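Read-out is an Amplex red fluorescence increase coupled through glutamate oxidase and HRP, measured before and after 30 min room-temperature incubation. hKGA is in 45 mM KH2PO4 (pH 8.2) with 0.02% Tween-20; glutamine added as 1mM solution.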
RGS4 inh: human RGS4 inhibition; P49798; Transcreener GDP fluorescence polarization, RGS4-accelerated GTP hydrolysis; 390,000 compounds, 0.039% hits; Potency, µM (highest dose often 114 µM), without a hit: top-dose activity change, negative = inhibition, hits mostly inhibitors; further: on the % scale 0 is the no-effect control and ±100 the full control effect; nearly all actives have a fitted effect of over 75% in size; some results filed as inactive show a strong effect at the top dose
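MLSMR compounds (23 nl, pin-transferred) preincubated 10 min at room temperature with a 500nM (2x) first reagent, then RGS4 at 900nM (2x) plus Transcreener GDP mix added; fluorescence polarization (620/688 nm) read before and after 90 min at 30 °C.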
An asterisk follows results filed as active; i = inactive; ? = inconclusive; · = no result given; [ ] = remark or other dose. Unless noted, the call rests on the fitted dose curve; in most records, active means well fitted curve in the direction sought with a large enough effect; inconclusive means small, poorly fitted or top-dose-only effect, or another doubt; inactive means no such curve, though single readings can be large; an effect the other way counts as inactive or inconclusive. Potency means the concentration at half of the fitted maximal effect. Not all compounds are listed; rates above refer to the full screens.

SMILES	HP1b binding inh	rTrxR1 inhibitor	12-LOX inh	Pin1 inh	Tb PGK inh	ERG-DNA inh	JMJD2A Tudor	GLS inhibitor	RGS4 inh
Cc1cccc(CS(=O)(=O)CC2Nc3ccc(C(=O)NCc4ccccc4Cl)cc3NC2=O)c1 (stereo unspecified)	2%	16%[57.1 µM]	-53%	?	-4%	-13%	-14%	0%	1%
CCOC(=O)c1ccc(N2C(=O)c3n[nH]c(C)c3C2c2ccc(O)cc2)cc1 (stereo unspecified)	32%	?	?	3%	i	1%	-19%	7%	-13%
C=CCOC(=O)C1=C[C@H](c2csc3ccccc23)C[C@H](OCCCCO)O1	17%	-17%	?	13%	i	0%	-24%	17%	-16%
COc1ccc(C2c3sc(=O)[nH]c3SC3C(=O)N(c4ccccc4)C(=O)C32)cc1 (stereo unspecified)	-15%	6%	?	?	-1%	29%	?	29%	-12%
O=C(COC(=O)Cn1cnc2ccccc21)NCCC1=CCCCC1	35%[activator]	13%	-27%	0%	i	9%	-22%	4%	-12%
Cc1cccc(NC(=O)c2ccc(N3C(=O)C4C5C=CC(C6CC56)C4C3=O)cc2)c1 (stereo unspecified)	21%	16%	-1%	?	-1%	-7%	-23%	2%	16%
CN1CCN(C(=O)c2ccc(NS(=O)(=O)c3cccc([N+](=O)[O-])c3)cc2)CC1	-4%	22%	-17%	-10%	-1%	2%	-13%	0%	-14%
CCOc1ccc(C(C(=O)NCC2CCCO2)N(Cc2cccc(OC)c2)C(=O)c2snc(C(N)=O)c2N)cc1 (stereo unspecified)	19%	6%[57.1 µM]	61%[activator]	8%	-4%	14%	-9%	0%	33%
O=S(=O)(O)c1cccc2cccc(Nc3ccccc3)c12	16%	?	40µM*	?	-24%	-3%	50µM*	2%	-55%[56.9 µM]
COc1cc(/C=C/C(=O)Nc2cccnc2)cc(OC)c1OC	15%	40%[2.29 µM]	0%	-2%	-9%	-13%	-9%	7%	7%
COc1cc(OC)c2c(C)cc(=O)oc2c1C(CCN1CCOCC1)c1ccc(N(C)C)cc1 (stereo unspecified)	?	23%	1%	0%	-3%	-2%	50µM*	31%[activator]	-8%
O=C(CSc1nnc(NC(=O)c2ccco2)s1)Nc1ccc(F)cc1	101%[activator]	8%	-2%	?	i	-8%	-16%	5%	-19%[56.9 µM]
Cc1noc(C)c1CSc1nnc(-c2ccccc2)n1Cc1ccco1	38%	?	1%	-8%	-1%	3%	-3%	-5%	3%
CCOc1cc(S(=O)(=O)N2CCC(c3nc4ccccc4s3)CC2)c(OCC)cc1S(=O)(=O)N1CCCCC1	15%	11%	-18%	0%	4%	·	-9%	-5%	1%
N#Cc1cc([N+](=O)[O-])ccc1NC(=O)COC(=O)CC1CCCC1	15%	10%	·	-3%	-6%	-7%	-28%	-9%	-20%
Cc1ccccc1CSc1nsc(N)n1	17%	15%[57.1 µM]	·	2%	-10%	-10%	-18%[57.1 µM]	0%	1%[11.4 µM]
NC(=S)N/N=C/c1c[nH]c2ccccc12	-14%	-6%	-22%	-4%	-17%	18%	?	26%	-28%
Cc1cc2ccccc2c(=O)n1CC(=O)N1CCN(c2cccc(Cl)c2)CC1	17%	3%	3%	1%	4%	-4%	-9%	3%	22%
CCOC(=O)c1c(NC(=O)COC(=O)c2ccccc2NC)sc(C(=O)N(C)C)c1C	92%[activator]	37%[activator]	3%	12%	-10%	0%	24%	6%	-19%
COC(=O)c1cc2oc(C)cc2n1CC(=O)Nc1ccc(C)cc1C	25%	-2%	0%	9%	5%	0%	-7%	-1%	19%
O=C(Cn1c(=O)oc2ccccc21)Nc1ccccc1N1CCOCC1	42%[activator]	-1%	0%	-4%	-6%	5%	2%	-3%	-8%
O=C(Oc1cccc(C(=S)N2CCOCC2)c1)c1ccc([N+](=O)[O-])cc1	?	15%[57.1 µM]	3%	-1%	0%	-13%	?	-6%	-26%
CC1(N2CCOCC2)C(=O)c2ccccc2C1=O	31%	11%[57.1 µM]	-16%	-3%	-9%	0%	5%	?	-17%
COc1cccc(OCc2nn3c(=O)c(-c4ccccc4)nnc3s2)c1	17%	7%	9%	1%	0%	-1%	-8%	-2%	-17%
Cn1cc(C(C[N+](=O)[O-])c2ccccc2)c2ccccc21 (stereo unspecified)	39%	4%	13%	-9%	-1%	?	6%	-6%	-11%

(more compounds)
SMILES	HP1b binding inh	rTrxR1 inhibitor	12-LOX inh	Pin1 inh	Tb PGK inh	ERG-DNA inh	JMJD2A Tudor	GLS inhibitor	RGS4 inh
Cc1cnc(C(=O)OCC(=O)c2ccccc2)cn1	1%	5%[57.1 µM]	-10%	2%	-6%	6%	-12%	1%	7%
COc1ccc(-c2nn(-c3ccccc3)cc2C(=O)N(C)C)cc1	8%	-15%	0%	5%	0%	4%	-20%	0%	5%
Cc1cnc(NC(=O)c2ccc3c(c2)C(=O)N(Cc2cccnc2)C3=O)s1	40%[activator]	-19%	21%	-5%	i	16%	-4%	-1%	-27%
O=C(NCc1ccco1)c1ccccc1NC(=O)C1CC(=O)N(c2ccc(Cl)cc2)C1 (stereo unspecified)	7%	-7%[57.1 µM]	16%	0%	5%	-5%	-20%	?	-8%
O=C(Cc1n[nH]c(=O)[nH]c1=O)N/N=C/c1ccccc1O	18%	13%	7%	-2%	i	·	3%	-10%	-4%
COc1cc(C=O)ccc1OC(=O)Nc1ccccc1	20%	0%[57.1 µM]	9%	-7%	-16%	1%	-6%	7%	-20%
C[C@@H]1COC(=O)[C@H](Cc2ccc(F)cc2)CC/C=C/C[C@@H](CC(=O)N[C@H](CO)Cc2ccccc2)C(=O)N1	21%	9%[57.1 µM]	1%	0%	11%	7%	-8%	-1%	-5%
CCCC(c1nnnn1CC1CCCO1)N1CCN(c2nc3ccccc3s2)CC1 (stereo unspecified)	19%	-4%[57.1 µM]	-12%	3%	-2%	3%	-3%	8%	24%
CCCNC(=O)NC(=O)COC(=O)c1ccc(OC)c(S(=O)(=O)N2CCCc3ccccc32)c1	22%	-11%	?	0%	-4%	-8%	14%	1%	-5%
O=C1C(Cl)=C(NC2CCCCC2)C(=O)N1Cc1ccccc1	226%[activator]	8%[57.1 µM]	2%	0%	i	-5%	98%[activator]	1%	0%
COc1ccc(C(=O)NNC(=O)c2ccc(S(=O)(=O)N3CCCCC3)cc2)cc1	18%	21%[57.1 µM]	0%	26%	7%	-6%	-3%	-15%	-4%
CC1(C)C(=O)OC(/C=C/c2cccc([N+](=O)[O-])c2)C(C)(C)C1=O (stereo unspecified)	26%	31%	-7%	-4%	1%	4%	-10%	2%	20%
COc1ccccc1CCNC(=O)c1cc(-c2ccncc2)nc2ccc(Br)cc12	16%	16%[57.1 µM]	-9%	7%	1%	-6%	?	-17%	7%
CCOC(=O)c1cc(-c2ccc(F)cc2)n(CCC(=O)Nc2cc(OC)cc(OC)c2)c1C	?	25%[57.1 µM]	-30%	6%	0%	-5%	?	-10%	2%
O=C(NCCc1ccccc1)c1nc2c(nnn2Cc2ccccc2Cl)c(=O)[nH]1	23%	5%	0%	-2%	-2%	2%	-19%	33%[activator]	22%
COCCn1c(=S)[nH]c2sc3c(c2c1=O)CCCC3	31%	?	?	0%	5%	13%	-14%	0%	-32%
CC(Sc1nc2ccccc2c(=O)n1C)C(=O)Nc1ccc2c(c1)OCCO2 (stereo unspecified)	30%	23%	0%	17%	-4%	-4%	-6%	-1%	10%
COc1cccc(NC(=O)CSc2nc3ccccc3c(=O)n2CCCC(=O)NCCCN2CCOCC2)c1	6%	13%[57.1 µM]	-19%	-3%	-1%	6%	-16%	5%	11%
CCCc1n[nH]c2c1/C(=N/O)CC(c1ccccc1)C2 (stereo unspecified)	20%	15%[57.1 µM]	27%	-6%	-8%	6%	1%	-3%	-45%
O=C(CCNC(=O)c1ccc(Br)o1)NCc1ccccn1	23%	-25%[57.1 µM]	1%	?	-9%	-8%	-9%	4%	0%
c1cnc2c(OCc3nc4ccccc4[nH]3)cccc2c1	20%	18%	-3%	-1%	-4%	·	-22%	5%	-19%
CCCCCSc1nc(C)c(CC(=O)O)c(=O)[nH]1	39%	-6%	0%	-3%	-7%	-1%	-4%	11%	-32%
O=C(CCc1nnc2ccc(N3CCCC3)nn12)Nc1ccc(F)c(F)c1	39%	23%	10%	-7%	-7%	2%	-22%	2%	18%
O=C(/C=C/c1ccc(S(=O)(=O)N2CCOCC2)cc1)NCc1ccccc1Cl	-10%	3%	-9%	12%	-2%	-4%	-19%	-1%	-10%
CCc1cccc(CC)c1N(COC)C(=O)Cn1c(C)nc2ccccc21	14%	-16%	1%	3%	?	-1%	-12%	5%	-29%
CCN1C(C)=CC(=O)[C@@H](O)[C@H]1c1ccccc1Br	40%[activator]	0%	?	-11%	-5%	6%	-8%	-10%	21%

Some of the entries above, set out differently.
COCCn1c(=S)[nH]c2sc3c(c2c1=O)CCCC3
  HP1b binding inh = 31%
  rTrxR1 inhibitor = ?
  12-LOX inh = ?
  Pin1 inh = 0%
  Tb PGK inh = 5%
  ERG-DNA inh = 13%
  JMJD2A Tudor = -14%
  GLS inhibitor = 0%
  RGS4 inh = -32%
O=C(NCCc1ccccc1)c1nc2c(nnn2Cc2ccccc2Cl)c(=O)[nH]1
  HP1b binding inh = 23%
  rTrxR1 inhibitor = 5%
  12-LOX inh = 0%
  Pin1 inh = -2%
  Tb PGK inh = -2%
  ERG-DNA inh = 2%
  JMJD2A Tudor = -19%
  GLS inhibitor = 33%[activator]
  RGS4 inh = 22%
